High-throughput results deposited in PubChem BioAssay by several laboratories.
Arrestin-AP2 inh: inhibitors of beta-arrestin/AP2 binding, primary screen, biochemical, GPCR trafficking, flow cytometry. beta-arrestin 1 C-terminal peptide binding to AP2 beta2-adaptin appendage (human). FITC-arrestin peptide / GST-AP2 beads; AP2 beta2 appendage carries R879A mutation. inhibition, % at 10 µM. hit rate 0.31% among 340,000. AID 504490, 2011;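 active = inhibition above a set limit, near 3 SD of compounds lacking own fluorescence, cut at about 54% in these data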;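 also: plate controls were DMSO wells for no effect and 5 µM unlabelled arrestin peptide for full effect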
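Test system: GST-tagged AP2 beta2-adaptin appendage (R879A) on 4 µm glutathione beads; also added: fluorescein-tagged arrestin peptide at 50 nM final; timing: 12 min plus 1 h, RT; signal: flow cytometry, FL1 (488/535 nm); read-out: percent drop in bead-associated FITC signal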
Cardiac RTF inh: cardiac RTF calcium sensitivity inhibitors, primary screen, biochemical, IANBD-TnC fluorescence, EC70 calcium; IANBD-labeled cardiac RTF, Ca2+ fluorescence; inhibition, % at 7.15 µM; AID 493244, 2011; hit rate 0.12% among 340,000; Troponin I, cardiac muscle (Homo sapiens) + Troponin T, cardiac muscle (Homo sapiens) + …;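 active = inhibition above the mean inhibition of all tested compounds plus 3 SD, cut at about 17% in these data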;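 also: assay run at fixed EC70 calcium of 1.6 mM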
DSG3 Ab inh: inhibitors of pemphigus antibody binding to DSG3, primary screen, biochemical, bead-based, flow cytometry, scFv-GFP; Desmoglein-3 (Homo sapiens), P32926; DSG3-coupled beads, scFv-anti-DSG3-GFP binding; stronger effect = lower value; binding (percent of control), % at 10 µM; hit rate 0.48% among 310,000; AID 588358, 2011;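 active = binding more than 3 SD below its plate's average and above zero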; also: some compounds called inactive have numbers as strong as hits
CAL PDZ FP-1: untagged CAL PDZ binding inhibitors, primary screen, biochemical, fluorescence polarization, HTS; inhibition, % at 24.9 µM; hit rate 0.92% among 300,000; purified CAL PDZ, TMR-peptide fluorescence polarization, 1 h; Golgi-associated PDZ and coiled-coil motif-containing protein (Homo sapiens), Q9HD26; AID 602252, 2012;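 active = mean inhibition of at least 30% with at least half of replicates also reaching 30%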;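 also: 0% = DMSO neutral control and 100% = excess unlabeled competitor peptide PRC23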
Keap1-Nrf2 PPI: Keap1-Nrf2 protein-protein interaction inhibitors, primary screen, biochemical, fluorescence polarization, single point; Keap1 Kelch-Nrf2 peptide fluorescence polarization, 1536-well; inhibition, % at 9.4 µM; hit rate 0.15% among 340,000; AID 504523, 2011; in the data active = inhibition above about 12%;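 also: human Keap1 Kelch domain with fluorescein labeled Nrf2 9mer peptide probe; 0% = neutral control wells and 100% = peptide positive control; higher means more block of Keap1 binding to Nrf2 peptide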
V-ATPase pHluor: regulators of yeast V-ATPase proton pumping, primary screen, pHLuorin cytosolic pH fluorescence; hit rate 0.37% among 350,000; S. cerevisiae; response, % at 10 µM; in the data active = response mostly above about 7.3%, no sharp cut-off; inactive = mostly below about 5.4%; also: actives read high; inactives centre near 0; some compounds called inactive have numbers as strong as hits; reference of the scale not given here
CAL PDZ FP-2: CAL PDZ peptide-binding inhibitors, primary screen, biochemical, fluorescence polarization, Cer-tagged CAL PDZ, HTS; Golgi-associated PDZ and coiled-coil motif-containing protein (Homo sapiens), Q9HD26; purified CAL PDZ, TMR-peptide fluorescence polarization, 1 h; inhibition, % at 20 µM; hit rate 0.02% among 330,000; AID 504414, 2011;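 active = highest replicate inhibition of at least 40%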;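 also: plate controls were DMSO neutral control wells for no effect and unlabeled competitor peptide control wells for full effect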
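System: tagged CAL PDZ domain. Schedule: 1 h room-temperature incubation prior to read. Signal: fluorescence polarization (mP). Measure: percent inhibition from loss of millipolarization.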
C-LANA FP: inhibitors of KSHV C-LANA binding to DNA, primary screen, biochemical, fluorescence polarization, FAM-LBS DNA, MBP-C-LANA, single point; Kaposi's sarcoma herpesvirus LANA C-terminal domain (residues 932-1162) DNA binding; hit rate 0.078% among 340,000; inhibition, % at 9 µM; AID 504423, 2011;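 active = highest replicate inhibition at or above 60% at 9 µM, even if other replicates fall short; inactive = all replicates below 60% inhibition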;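 also: 0% = neutral control wells and 100% = 4 µM acridine orange control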
NSD2 HMT inh: NSD2 histone methyltransferase inhibitors, primary screen, biochemical, AlphaScreen, single concentration, set 2; Histone-lysine N-methyltransferase NSD2 (Homo sapiens), O96028; NSD2 peptide methylation, 120 min; inhibition, % at 12.5 µM; hit rate 0.54% among 310,000; in the data active = inhibition above about 50%
DAGLB inhibitor: DAGLB lipase inhibitors, primary screen, biochemical, fluorescence, HTS; hit rate 0.059% among 340,000; HEK293T DAGLB membrane lysate, EnzChek fluorogenic substrate; inhibition, % at 5.17 µM; in the data active = inhibition above about 34%;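 also: 0% = enzyme with vehicle and 100% = wells lacking enzyme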
Target sequence (Q8NCG7 whole entry, looked up): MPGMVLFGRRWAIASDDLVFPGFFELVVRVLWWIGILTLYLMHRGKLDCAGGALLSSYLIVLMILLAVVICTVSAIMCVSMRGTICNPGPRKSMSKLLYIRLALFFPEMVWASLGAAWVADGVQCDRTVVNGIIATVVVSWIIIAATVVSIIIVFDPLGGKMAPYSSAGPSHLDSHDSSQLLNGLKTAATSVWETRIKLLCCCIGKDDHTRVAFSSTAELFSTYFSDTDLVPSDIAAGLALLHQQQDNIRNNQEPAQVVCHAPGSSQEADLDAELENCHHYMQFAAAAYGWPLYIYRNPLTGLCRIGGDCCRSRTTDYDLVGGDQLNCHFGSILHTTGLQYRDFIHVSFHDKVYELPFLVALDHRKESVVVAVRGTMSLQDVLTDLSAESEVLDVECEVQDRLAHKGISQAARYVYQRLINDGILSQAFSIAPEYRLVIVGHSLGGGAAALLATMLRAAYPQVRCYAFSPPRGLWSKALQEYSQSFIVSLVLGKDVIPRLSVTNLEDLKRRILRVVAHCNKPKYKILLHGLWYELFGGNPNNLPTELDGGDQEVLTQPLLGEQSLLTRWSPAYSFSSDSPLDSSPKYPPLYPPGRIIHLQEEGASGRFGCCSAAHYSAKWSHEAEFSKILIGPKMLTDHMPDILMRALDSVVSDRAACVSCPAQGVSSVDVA
* = called active by the depositor; . = not tested or not shown. Some of the compounds tested. The share of hits here may be higher or lower than overall.

Each structure is followed by: V-ATPase pHluor	CAL PDZ FP-1	Cardiac RTF inh	CAL PDZ FP-2	Arrestin-AP2 inh	DAGLB inhibitor	NSD2 HMT inh	Keap1-Nrf2 PPI	DSG3 Ab inh	C-LANA FP
- CC(C)(C)OC(=O)CC[C@@H](C(=O)N1CCN(C(=O)OC(C)(C)C)CC1)n1cc(C(Cc2ccc(O)cc2)NC(=O)OC(C)(C)C)nn1 (some centres not stated)
  6	3	6	-0.1	5	-2	.	-6	96	4.2
- CCn1c(SCC(=O)Nc2nnc(C)s2)nnc1-c1ccco1
  -2	-3	1	0.4	-9	-1	-2	1	103	0.2
- C=CCc1cccc(C=Nc2ccc(Br)cc2)c1O
  -1	-1	4	-1.5	10	-1	0	1	96	-0.7
- CCOC(=O)c1c(NC(=O)COC(=O)/C=C/c2ccccc2)sc(C(=O)NC)c1C
  1	-4	-6	-0.7	17	1	0	-1	.	-1.2
- N#Cc1c(Sc2ncc(C(F)(F)F)cc2Cl)nsc1C/C=N\OCc1c(F)cccc1Cl
  -1	-4	-13	-0.1	9	-6	-2	-6	101	-0.4
- COc1ccc(C(=O)C(C)OC(=O)c2cccc(S(=O)(=O)Nc3c(C)n(C)n(-c4ccccc4)c3=O)c2)cc1 (configuration not stated)
  0	-2	-6	-0.5	3	-1	-3	-1	100	0.5
- Cn1cnc([N+](=O)[O-])c1Oc1ccc2ccccc2c1
  -2	-4	14	-0.8	30	-11	0	-1	124	1.2
- O=C(Cc1cccs1)N(Cc1cccs1)C1(C(=O)NC2CCCCC2)CCCCC1
  4	1	-4	-0.1	-7	-2	-2	5	.	0.0
- CC(C)(c1ccccc1)c1ccc(OCC(O)CNC2CCN(Cc3ccccc3)CC2)cc1 (configuration not stated)
  0	-2	-1	-6.9	-3	-1	-2	-1	107	0.2
- Cc1cc(=O)oc2cc(OCc3ccc(C(=O)OCC(=O)NC4CCS(=O)(=O)C4)cc3)ccc12 (configuration not stated)
  1	-4	1	-0.4	26	-1	0	-2	70*	1.0
- CN(CCO)c1nc2c(c(=O)n(Cc3ccc(Cl)cc3)c(=O)n2C)n1C
  1	-1	0	-1.6	-9	-2	19	7	97	-1.0
- Cc1ccc(N(C(=O)Cn2nnc3ccccc32)C(C(=O)NC2CCCCC2)c2cn(C)nc2C)cc1 (configuration not stated)
  1	-2	-3	-3.1	-4	-2	-4	-3	110	-2.8
- CCOc1ccc(S(=O)(=O)N2CCOCC2)cc1NC(=O)CN1C(=O)NC(CC)(c2ccccc2)C1=O (configuration not stated)
  -1	.	-1	-0.8	-11	3	-1	6	98	0.6
- CC(=O)c1ccc(NC(=O)CCc2nnc3ccc(N4CCC5(CC4)OCCO5)nn23)cc1
  3	-5	-5	-1.0	7	1	-9	3	91	-1.1
- c1cc(CNc2ccc3c(c2)OCCO3)ccn1
  0	1	5	-0.2	2	-1	.	-6	99	1.1
- O=C(CNS(=O)(=O)c1ccc(Br)s1)N1CCN(c2ncccn2)CC1
  3	1	-9	-0.7	17	1	0	0	110	-1.1
- Cc1ccn2c(c1)nc(=O)c1cc(S(=O)(=O)N3CCOCC3)ccc12
  -1	-11	-4	-2.6	-3	2	0	2	.	0.6
- C#CCNc1cc(C)nc2ncnn12
  -3	.	-5	-2.5	18	3	-9	-1	100	-1.0
- CCOC(=O)c1cccc(C2=CC(=O)C[C@H](c3ccc(OC)cc3)C2)c1
  -1	1	-2	-1.2	-6	-15	.	-2	102	1.4
- CCOc1ccccc1CN1CCN(C2CCN(c3ccccc3F)CC2)CC1CCO (configuration not stated)
  -1	-2	-4	0.4	8	1	3	-4	103	-0.1
- CCC1CCC/C1=N\NC(=O)c1ccccc1Cl (configuration not stated)
  2	.	.	.	-5	.	0	.	103	.
- Cc1nn(Cc2noc(C(=O)NC3CCC(C)CC3)n2)c(C)c1Br (configuration not stated)
  3	-6	-5	-2.8	7	-3	-6	1	.	0.5
- COc1ccc(N2CCN(C(=O)CCCNC(=O)Cn3cnc4sc(C)c(C)c4c3=O)CC2)cc1
  0	-3	-6	-2.3	-2	2	-4	-1	.	-1.2
- CCS(=O)(=O)CCSC(=N)N
  0	-3	-5	-2.4	9	3	2	-3	125	-0.9
- CCOC(=O)c1cccc(NC(=O)C2CCCN(S(=O)(=O)c3c(C)n[nH]c3C)C2)c1 (configuration not stated)
  -2	-3	-8	-2.0	1	0	.	-4	.	0.8
- CC(=O)Nc1ccc(C(=O)COC(=O)CCN2C(=O)C3CC=CCC3C2=O)cc1 (configuration not stated)
  -1	.	-3	-0.2	0	-2	5	-5	101	-0.5
- CCOc1c(S(=O)(=O)NC2CC(C)(C)NC(C)(C)C2)ccc(Cl)c1Cl
  -2	-4	6	-0.2	1	0	-1	1	104	-1.2
- C[C@H]1COC(=O)[C@H](CC(=O)OC(C)(C)C)C/C=C\C[C@@H](CC(=O)N(CCO)Cc2ccccc2)C(=O)N1
  0	-1	6	-0.3	.	0	.	-2	106	0.3
- Cc1c(NC(=O)COC(=O)Cc2ccc(Br)cc2)c(=O)n(-c2ccccc2)n1C
  -3	-1	-1	0.8	-6	0	-4	-1	104	1.4
- Cc1ccsc1C(=O)N1CCCC(N2CCN(c3cccc(Cl)c3)CC2)C1 (configuration not stated)
  -1	0	-3	-0.9	40	-2	7	-2	115	1.1

Some of the entries above in another layout:
SMILES	V-ATPase pHluor	CAL PDZ FP-1	Cardiac RTF inh	CAL PDZ FP-2	Arrestin-AP2 inh	DAGLB inhibitor	NSD2 HMT inh	Keap1-Nrf2 PPI	DSG3 Ab inh	C-LANA FP
CCOc1ccccc1CN1CCN(C2CCN(c3ccccc3F)CC2)CC1CCO (configuration not stated)	-1	-2	-4	0.4	8	1	3	-4	103	-0.1
C[C@H]1COC(=O)[C@H](CC(=O)OC(C)(C)C)C/C=C\C[C@@H](CC(=O)N(CCO)Cc2ccccc2)C(=O)N1	0	-1	6	-0.3	.	0	.	-2	106	0.3

A few values from the results shown:
CC(=O)Nc1ccc(C(=O)COC(=O)CCN2C(=O)C3CC=CCC3C2=O)cc1 (configuration not stated) – DAGLB inhibitor = -2
CCOc1ccc(S(=O)(=O)N2CCOCC2)cc1NC(=O)CN1C(=O)NC(CC)(c2ccccc2)C1=O (configuration not stated) – Arrestin-AP2 inh = -11
Cc1ccn2c(c1)nc(=O)c1cc(S(=O)(=O)N3CCOCC3)ccc12 – DAGLB inhibitor = 2
CN(CCO)c1nc2c(c(=O)n(Cc3ccc(Cl)cc3)c(=O)n2C)n1C – CAL PDZ FP-1 = -1
N#Cc1c(Sc2ncc(C(F)(F)F)cc2Cl)nsc1C/C=N\OCc1c(F)cccc1Cl – DAGLB inhibitor = -6

The main list resumes; the 2 compounds before the break are reprinted first.
Each structure is followed by: V-ATPase pHluor	CAL PDZ FP-1	Cardiac RTF inh	CAL PDZ FP-2	Arrestin-AP2 inh	DAGLB inhibitor	NSD2 HMT inh	Keap1-Nrf2 PPI	DSG3 Ab inh	C-LANA FP
- Cc1c(NC(=O)COC(=O)Cc2ccc(Br)cc2)c(=O)n(-c2ccccc2)n1C
  -3	-1	-1	0.8	-6	0	-4	-1	104	1.4
- Cc1ccsc1C(=O)N1CCCC(N2CCN(c3cccc(Cl)c3)CC2)C1 (configuration not stated)
  -1	0	-3	-0.9	40	-2	7	-2	115	1.1
- Cc1ccc(/C(=N\S(=O)(=O)c2ccc(Br)cc2)Nc2ccccc2C)cc1
  0	65*	-3	-0.5	-2	-5	0	3	108	-0.4
- CCN(CC)S(=O)(=O)c1ccc(NS(=O)(=O)c2cccc(C)c2)cc1
  5	-1	12	0.2	23	-3	-1	2	93	-0.2
- COC(=O)c1sccc1NC(=O)/C=C/c1ccc(Cl)cc1Cl
  -3	-2	-20	-0.2	-13	-1	1	-2	113	-1.5
- CCOC(=O)c1c(C)n(C)c2c1cc(OC(C)=O)c1ccccc12
  -3	-4	3	-1.3	5	1	-2	1	123	1.4
- CSc1nc2ccccc2n1Cc1c(Cl)cccc1Cl
  2	-2	-4	.	6	-7	3	1	95	0.3
- COc1ccc(N2CCN(Cc3nc(Cc4cccc(F)c4)no3)C(C)C2)cc1 (configuration not stated)
  -3	-1	11	-0.4	-9	-3	9	4	104	0.8
- CCOc1ccc(N(CC(=O)Nc2ccccc2OC)S(=O)(=O)c2ccccc2)cc1
  1	-1	0	-0.3	-10	-5	0	0	123	-0.9
- Cc1nn(-c2ccccc2)c(NC(=O)c2cccs2)c(-c2ccc(Cl)cc2)c1=O
  1	-1	11	-2.0	31	-1	-1	-4	91	-0.7
- C[C@H](CO)N1C[C@H](C)[C@H](CN(C)C(=O)Nc2ccc(C(F)(F)F)cc2)Oc2c(NC(=O)c3ccncc3)cccc2C1=O
  2	0	-12	0.1	-4	0	.	-4	105	-3.3
- O=C(COC(=O)CCNS(=O)(=O)c1cccc(C(F)(F)F)c1)NC(=O)NC1CCCCC1
  -7	1	-4	0.1	12	-1	-1	1	98	-0.8
- COc1ccc(N2C(=S)NC3c4cc(Cl)ccc4OC2(C)C3C(=O)N(C)C)cc1 (configuration not stated)
  -1	10	1	0.4	36	0	1	-3	105	3.7
- Cc1nc2cc(-c3ccc(F)cc3)[nH]n2c(=O)c1C
  -1	-3	2	.	-11	-2	19	-3	99	1.0
- Cc1cccc(C)c1OCC(O)CN (configuration not stated)
  -1	-2	5	-3.4	3	6	0	-6	103	-0.8
- CN1CCN(C(=O)C2=C[C@H](c3ccccc3)C[C@H](OCc3ccc(CO)cc3)O2)CC1
  -5	-9	-11	-0.1	7	-4	.	-2	100	3.7
- Cc1cc(=O)[nH]c(-c2ccc(Cl)cc2)n1
  6	.	1	-0.5	-1	-2	-4	-1	112	35
- Cc1nc(-c2cccc(NC(=O)c3cc4cc(Br)ccc4oc3=O)c2)cs1
  1	-2	-1	0.1	-23	0	1	1	92	-1.1
- CN(CCC1CCOCC1)C(=O)CC1C(=O)NCCN1Cc1cccc(F)c1 (configuration not stated)
  -2	.	-7	0.1	8	0	1	-4	.	0.2
- CCCc1cc(=O)oc2cc(C)cc(OCC(=O)NCc3ccncc3)c12
  2	-8	-2	-1.4	-6	-2	-6	3	102	-1.5
